# TNAP inhibition: inhibition of tissue-nonspecific alkaline phosphatase – biochemical, luminescent (AID 518); 0.09% of 64,000 active; one-dose inhibition, % at 20 µM; IC50 in µM for titrated hits; purified TNAP enzyme, luminescent substrate readout; higher % means a stronger effect; in the data active means a potency from the dose series; inactive means the rest, 99 in 100 with inhibition below about 22%;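 further: plate controls were vehicle for no effect and reference inhibitor for full effect; many of its hits are not listed in these tables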
# Bfl-1 displacement: Bfl-1 inhibitors, primary screen, biochemical, fluorescence polarization, FITC-Bid, mouse (AID 432); 0.02% of 64,000 active; FITC-Bid BH3 peptide fluorescence polarization displacement; higher % means a stronger effect; one-dose displacement, % at 20 µM; IC50 in µM for titrated hits; in the data active means a potency from the dose series; inactive means the rest, 99 in 100 with displacement below about 15%; further: strong numbers were not always called active
# Spn MK inh: S. pneumoniae mevalonate kinase inhibition | purified MK, PK/LDH-coupled NADH absorbance 340 nm | inhibition, % at 10 µM | 0.48% of 65,000 active | AID 555;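 active means ranked among the strongest by inhibition in the single 10 µM screen, a fixed top-ranked set picked for dose follow-up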; further: no value below 0 was filed
# LYP phosphatase: LYP phosphatase inhibitors, primary screen, biochemical, DiFMUP fluorescence, recombinant catalytic domain, 10 µM (AID 606). inhibition, % at 10 µM, or IC50 in µM where a hit was titrated. recombinant LYP catalytic domain, DiFMUP fluorescence; higher % means a stronger effect. 52,000 tested, under 10 active;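 active means IC50 under 40 µM in the dose-response test; inactive means IC50 of 40 µM or more, or never dose-tested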
# PMK inhibit: blocks S. pneumoniae phosphomevalonate kinase | inhibition, % at 10 µM | 0.49% of 65,000 active | purified PMK, PK/LDH-coupled NADH absorbance 340 nm;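 active means top-ranked compounds by inhibition in the single 10 µM screen, taking a fixed number of the strongest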;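 further: 0% = full reaction with DMSO carrier and 100% = background rate without enzyme reaction; no value below 0 was filed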
# HT1080 viability: HT1080 cell viability loss – fluorescence readout (AID 620) | HT1080 viability, fluorescence; higher % means a stronger effect | cytotoxicity, % at 10 µM; hits with a dose series show EC50 in µM | 0.42% of 87,000 active;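 further: cells exposed to compound overnight then 4 h with Alamar Blue; 0% = vehicle DMSO and 100% = killing control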
# KRASV12 cytotoxicity: cytotoxicity in KRAS-transformed pancreatic duct cells, primary screen, cell-based, fluorescence, HTS (AID 431) | HPDE-C7K KRASV12 cells, Alamar Blue viability, 48 h; higher % means a stronger effect | cytotoxicity, % at 10 µM; hits with a dose series show EC50 in µM | 1.7% of 63,000 active;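 active means compounds whose percent cytotoxicity in the single-dose primary screen, scaled between solvent and toxic-drug controls, exceeds 50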;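 further: 0% = DMSO solvent wells and 100% = doxorubicin-treated wells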
# HPDE-C7 viability: HPDE-C7 pancreatic duct cell viability loss – fluorescence, HTS (AID 430) | 1.8% of 63,000 active | HPDE-C7 pancreatic duct cells viability, fluorescence; higher % means a stronger effect | cytotoxicity, % at 10 µM, or EC50 in µM where a hit was titrated;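 further: cells exposed to compound for 48 hours before viability readout; 0% = vehicle and 100% = reference cytotoxic drug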
# DPM-DC inhibit: S. pneumoniae DPM-DC inhibition; calls only at 10 µM; purified DPM-DC, PK/LDH coupled NADH fluorescence; 0.49% of 65,000 active;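 active means the 320 compounds with the highest percent inhibition in the single-dose primary screen, excluding strongly autofluorescent ones, cut at about 32% in these data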;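 further: kinetic rate of NADH fluorescence loss reporting ADP formed by the decarboxylase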
# PMK inhibit pilot replicates: recorded beside PMK inhibit, whose call it bears; inhibition, %; measured here: pilot screen replicates
# Spn MK inh pilot replicates: second read-out of Spn MK inh, no call of its own (marks repeat the call); inhibition, %; measured here: pilot screen replicates
# DPM-DC inhibit pilot screen %: also measured in DPM-DC inhibit; calls as there; inhibition, %; measured here: pilot screen trials
# Numbers without * were called inactive; i = inactive; . = no result given. Unless noted, no stated cut-off is given here; in the data, active means cytotoxicity above about 50%; inactive means the rest. An unsorted share of the library, and some 3.6% of all compounds hit somewhere here.
# The opening 5 records, to show the layout:
SMILES,TNAP inhibition,Bfl-1 displacement,Spn MK inh,LYP phosphatase,PMK inhibit,HT1080 viability,KRASV12 cytotoxicity,HPDE-C7 viability,DPM-DC inhibit,others
c1ccc(-c2ccccc2-c2nc(-c3ccncc3)no2)cc1,9%,2%,4,-4%,13,9%,-10%,-15%,i,
Cc1cc(=O)n2[nH]c(-c3ccccc3Cl)cc2n1,4%,-11%,0,5%,25*,23%,-16%,-13%,i,
Nc1ccc(Cl)c(NC(=O)c2cccs2)c1,6%,-2%,9,13%,8,-1%,9%,0%,i,
CCOc1ccc(-c2nnc(N)s2)cc1,3%,4%,7,2%,5,3%,-11%,-12%,i,PMK inhibit pilot replicates=0.0;Spn MK inh pilot replicates=3.5;DPM-DC inhibit pilot screen %=5.5
COc1ccccc1C(=O)N1CCN(CCc2ccccc2)CC1,17%,-7%,4,.,7,-9%,16%,-6%,i,PMK inhibit pilot replicates=10;Spn MK inh pilot replicates=4.5;DPM-DC inhibit pilot screen %=4.5

# This part in full, from the first entry:
SMILES,TNAP inhibition,Bfl-1 displacement,Spn MK inh,LYP phosphatase,PMK inhibit,HT1080 viability,KRASV12 cytotoxicity,HPDE-C7 viability,DPM-DC inhibit,others
c1ccc(-c2ccccc2-c2nc(-c3ccncc3)no2)cc1,9%,2%,4,-4%,13,9%,-10%,-15%,i,
Cc1cc(=O)n2[nH]c(-c3ccccc3Cl)cc2n1,4%,-11%,0,5%,25*,23%,-16%,-13%,i,
Nc1ccc(Cl)c(NC(=O)c2cccs2)c1,6%,-2%,9,13%,8,-1%,9%,0%,i,
CCOc1ccc(-c2nnc(N)s2)cc1,3%,4%,7,2%,5,3%,-11%,-12%,i,PMK inhibit pilot replicates=0.0;Spn MK inh pilot replicates=3.5;DPM-DC inhibit pilot screen %=5.5
COc1ccccc1C(=O)N1CCN(CCc2ccccc2)CC1,17%,-7%,4,.,7,-9%,16%,-6%,i,PMK inhibit pilot replicates=10;Spn MK inh pilot replicates=4.5;DPM-DC inhibit pilot screen %=4.5
CC(=O)Nc1ccc(S(=O)(=O)Nc2ccc(N3CCOCC3)c(F)c2)cc1,8%,1%,10,16%,13,-4%,-16%,0%,i,
O=S(=O)(c1cccc(-c2csc(-c3ccccc3)n2)c1)N1CCOCC1,10%,-3%,0,2%,4,2%,37%,29%,i,
Cc1ccc(S(=O)(=O)N2CCCC(c3nnc4n3-c3ccccc3SC4)C2)cc1 (stereo not drawn),16%,5%,1,-3%,12,7%,7%,-8%,i,PMK inhibit pilot replicates=0.0;Spn MK inh pilot replicates=0.0;DPM-DC inhibit pilot screen %=0.0
CC(C)C(OC(=O)C1CCCO1)C(=O)NC1CCCC1 (stereo not drawn),8%,-1%,3,.,8,9%,-4%,-2%,i,
COc1ccc(NC(C)=O)cc1NC(=O)CSc1nnc(-c2ccc(F)cc2)n1N,11%,2%,5,7%,6,0%,-7%,-21%,i,
COc1cc(C(C)=O)ccc1OCC(O)CNCC1(N2CCCCC2)CCCCC1 (stereo not drawn),1%,-3%,36,5%,9,2%,-6%,-9%,i,
COc1ccc(C2c3c(-c4ccccc4O)n[nH]c3C(=O)N2CCc2ccc(OC)c(OC)c2)cc1 (stereo not drawn),18%,-1%,3,2%,9,3%,51%*,37%,i,PMK inhibit pilot replicates=2.0;Spn MK inh pilot replicates=0.0;DPM-DC inhibit pilot screen %=2.5
O=S(=O)(Nc1cccnc1)c1cccs1,6%,1%,9,16%,14,-2%,7%,14%,i,
COc1ccc(NS(=O)(=O)c2ccc(OC)c3ccccc23)cn1,11%,-1%,0,-12%,15,15%,25%,21%,i,
COc1cc(OC)c2c(c1)OC(c1ccc(OC)c(OC)c1)C(O)C2=O (stereo not drawn),12%,5%,5,0%,1,1%,-9%,-14%,i,PMK inhibit pilot replicates=0.0;Spn MK inh pilot replicates=0.0;DPM-DC inhibit pilot screen %=0.0
COC(=O)c1ccccc1Nc1cc(C)nc2nc(C)nn12,9%,0%,1,-2%,13,-1%,4%,-6%,i,
Cc1cc(C)c2oc(-c3ccc(Cl)c(NC(=O)c4ccc(C#N)cc4F)c3)nc2c1,5%,-5%,9,10%,5,0%,-1%,2%,.,
O=C(c1cccs1)N1CCN(C(=O)N2CCOCC2)CC1,10%,-3%,8,12%,3,-3%,4%,-1%,i,
O=C(CSc1nc(-c2ccco2)cc(C(F)(F)F)n1)NCCc1ccccc1,12%,1%,5,19%,5,-6%,-2%,2%,i,
CCOc1ccccc1NC(=O)N1CCC(NC(=O)c2ccccc2C)CC1,6%,-6%,7,-5%,0,-4%,-4%,-16%,i,
NCC12CC3CC(C1)CC(CN)(C3)C2,5%,-4%,8,.,14,3%,-1%,-4%,i,
CCCOc1ccc(C(=O)N2CCCC2C(=O)O)cc1 (stereo not drawn),10%,-5%,17,.,4,0%,-2%,-8%,i,
Cc1cc(C(=O)CSc2nnc(Cc3ccccc3)o2)c(C)n1Cc1ccc2c(c1)OCO2,8%,-8%,10,.,0,-12%,4%,2%,i,
CC(C)OC(=O)C(C#N)c1nc2ccccc2nc1N1CCN(Cc2ccccc2)CC1 (stereo not drawn),24%,2%,8,11%,12,-4%,14%,0%,i,
O=C(CCn1cccc1)Nc1cc(F)ccc1F,7%,0%,4,-10%,10,-5%,-10%,-16%,i,
CCN1C(=O)/C(=C2/Sc3ccc(OC)cc3N2C)SC1=Nc1ccc(C(C)=O)cc1,12%,-8%,1,13%,25*,.,-7%,-16%,i,
CSc1nc(C)cc(OCC#N)n1,7%,-1%,5,.,12,5%,-14%,-12%,i,
COc1ccc(N2CC(C(=O)Nc3ncccc3C)CC2=O)cc1 (stereo not drawn),10%,-3%,0,3%,0,5%,-9%,-4%,i,
COC(=O)CSc1nnc(C)n1-c1cccc(C#N)c1,6%,0%,5,4%,17,-6%,8%,2%,i,
CCCN1CCN(CCCNC(=O)C2CCCN(c3nnc(-n4cccc4)s3)C2)CC1 (stereo not drawn),2%,-11%,5,5%,17,-2%,2%,-5%,i,
COc1ccc(-c2c(C)oc3c(CN4CCN(C)CC4)c(O)ccc3c2=O)cc1,4%,-3%,3,.,0,-1%,-6%,-6%,.,
CC1CCN(C(=O)C2CC(c3ccc(F)cc3)=NO2)CC1 (stereo not drawn),7%,-17%,0,.,12,6%,-3%,-18%,i,
CC(=O)NC(CC(C)C)C(=O)NC(=O)NCc1ccccc1 (stereo not drawn),13%,-6%,0,4%,0,-8%,16%,7%,i,
CCn1c(SCC(=O)Nc2ccccc2C)nnc1-c1ccccc1O,16%,-4%,3,5%,3,.,-13%,-4%,i,
Cc1nc2nc[nH]n2c(=O)c1NC(=O)c1cccc(OCC(C)C)c1,8%,-1%,6,2%,12,6%,-3%,-10%,i,
Cn1c(CSc2nc3ccccc3s2)n[nH]c1=S,22%,2%,18,0%,18,-4%,-16%,-2%,i,
CCOC(=O)c1ccc(COC(=O)c2cc3ccccc3oc2=O)o1,8%,-4%,11,12%,12,5%,-12%,-6%,i,PMK inhibit pilot replicates=0.5;Spn MK inh pilot replicates=0.0;DPM-DC inhibit pilot screen %=13
Cc1nn2c(-c3ccco3)nnc2c2ccccc12,8%,0%,5,.,2,0%,8%,5%,i,
O=C(Cc1nc(-c2ccc(Br)s2)cs1)NCCN1CCOCC1,6%,-3%,6,-1%,20,-4%,9%,3%,i,
c1nc(NC2CCCCCC2)c2[nH]cnc2n1,-28%,-1%,7,10%,7,.,-8%,-10%,i,
O=C(COC(=O)c1n[nH]c2ccccc12)NC(=O)NC12CC3CC(CC(C3)C1)C2,6%,5%,0,1%,11,11%,-14%,-4%,i,
N#CC1=C(c2ccccc2)N=P(N2CCOCC2)(N2CCOCC2)N=C1N1CCOCC1,10%,0%,0,-1%,21,-10%,.,.,i,
O=C(CSc1nc2c(c(=O)n1-c1ccc(F)cc1)SCC2)NCc1ccco1,8%,-4%,6,.,1,4%,-5%,-4%,i,
O=C(Nc1nc(-c2ccc3c(c2)OCCO3)cs1)c1ccc(S(=O)(=O)N2CCCCC2)cc1,16%,8%,0,14%,7,7%,-6%,-4%,i,
Cc1cc(N)n(-c2nc(-c3cccnc3)nc3ccccc23)n1,9%,-4%,11,11%,0,3%,2%,-3%,i,
COc1ccc(-c2cc(=O)oc3cc(OCc4nn[nH]n4)ccc23)cc1,7%,1%,1,9%,0,25%,.,.,i,
CC1(C)NC(=O)N(CC(O)CNC23CC4CC(CC(C4)C2)C3)C1=O (stereo not drawn),4%,-2%,4,7%,6,5%,-8%,-10%,i,
COc1ccc(Cn2nnnc2C(c2ccc(F)cc2)N2CCN(C3CCCC3)CC2)cc1 (stereo not drawn),2%,-4%,5,.,0,3%,16%,3%,i,

# Seven compounds drawn at random from the list so far:
SMILES,TNAP inhibition,Bfl-1 displacement,Spn MK inh,LYP phosphatase,PMK inhibit,HT1080 viability,KRASV12 cytotoxicity,HPDE-C7 viability,DPM-DC inhibit,others
O=C(Nc1nc(-c2ccc3c(c2)OCCO3)cs1)c1ccc(S(=O)(=O)N2CCCCC2)cc1,16%,8%,0,14%,7,7%,-6%,-4%,i,
COc1ccc(-c2cc(=O)oc3cc(OCc4nn[nH]n4)ccc23)cc1,7%,1%,1,9%,0,25%,.,.,i,
O=C(COC(=O)c1n[nH]c2ccccc12)NC(=O)NC12CC3CC(CC(C3)C1)C2,6%,5%,0,1%,11,11%,-14%,-4%,i,
COc1ccc(-c2c(C)oc3c(CN4CCN(C)CC4)c(O)ccc3c2=O)cc1,4%,-3%,3,.,0,-1%,-6%,-6%,.,
COc1ccc(Cn2nnnc2C(c2ccc(F)cc2)N2CCN(C3CCCC3)CC2)cc1 (stereo not drawn),2%,-4%,5,.,0,3%,16%,3%,i,
c1nc(NC2CCCCCC2)c2[nH]cnc2n1,-28%,-1%,7,10%,7,.,-8%,-10%,i,
Cc1nc2nc[nH]n2c(=O)c1NC(=O)c1cccc(OCC(C)C)c1,8%,-1%,6,2%,12,6%,-3%,-10%,i,
